RAD54 inh = inhibitors of human RAD54 branch migration. Q92698. RAD54 Holliday junction branch migration, FAM/BHQ fluorescence. inhibition, % at 10.4 µM. hit rate 0.14% among 360,000. AID 602329;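 active = mean normalized replicate activity at least 40 and at least half of replicates scoring 40 or more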;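 note: 0% = median of neutral control wells and 100% = median of positive control wells; inhibitors cause a drop in the FAM fluorescence signal; in these data hits start at about 50%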
DENV2 CPE rescue = DENV2-induced cell death inhibition; DENV2-infected cells, cytopathic effect rescue, plate reader; CPE inhibition, % at 9.99 µM; hit rate 1.7% among 350,000; in the data active = CPE inhibition above about 20%, passing the limit was not always enough; tested in BHK-21 cells;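 note: 0% = median of neutral control wells and 100% = median of positive control wells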
CFTR F508del cor = correctors of CFTR F508del function in bronchial epithelial cells. hit rate 0.36% among 350,000. activity (quench increase), % at 7.58 µM. AID 720511. CFBE cells, YFP halide quenching; stimulated with forskolin plus potentiator P3; % fluorescence drop versus neutral controls;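 active = mean added fluorescence quench of at least 8% versus neutral control, with both replicates also reaching 8%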;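 note: cells transiently co-express mutant CFTR-F508del with the halide-sensitive YFP; corrector assay measuring rescue of mutant channel to the surface after 24 h compound exposure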
RAD52 anneal inh = inhibitors of human RAD52 DNA annealing; P43351; recombinant RAD52 DNA annealing, FRET fluorescence; inhibition, % at 18.7 µM; hit rate 0.46% among 360,000; AID 651710;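 active = every replicate showing at least 50% inhibition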
E-selectin induc = E-selectin induction on HUVECs. P16581. HUVEC E-selectin immunofluorescence imaging; normalized: neutral wells 0, TNF-alpha wells 100. hit rate 0.37% among 260,000. activation, % at 7.58 µM;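 active = mean E-selectin-positive cell signal at least 10% of the positive control, reached in at least 60% of replicates, without over 20% cell loss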;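 note: in these data hits start at about 27%; measured in HUVEC primary endothelial cells; signal is the percent of cells scored E-selectin positive by PE staining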
Target sequence (P16581 whole entry, looked up): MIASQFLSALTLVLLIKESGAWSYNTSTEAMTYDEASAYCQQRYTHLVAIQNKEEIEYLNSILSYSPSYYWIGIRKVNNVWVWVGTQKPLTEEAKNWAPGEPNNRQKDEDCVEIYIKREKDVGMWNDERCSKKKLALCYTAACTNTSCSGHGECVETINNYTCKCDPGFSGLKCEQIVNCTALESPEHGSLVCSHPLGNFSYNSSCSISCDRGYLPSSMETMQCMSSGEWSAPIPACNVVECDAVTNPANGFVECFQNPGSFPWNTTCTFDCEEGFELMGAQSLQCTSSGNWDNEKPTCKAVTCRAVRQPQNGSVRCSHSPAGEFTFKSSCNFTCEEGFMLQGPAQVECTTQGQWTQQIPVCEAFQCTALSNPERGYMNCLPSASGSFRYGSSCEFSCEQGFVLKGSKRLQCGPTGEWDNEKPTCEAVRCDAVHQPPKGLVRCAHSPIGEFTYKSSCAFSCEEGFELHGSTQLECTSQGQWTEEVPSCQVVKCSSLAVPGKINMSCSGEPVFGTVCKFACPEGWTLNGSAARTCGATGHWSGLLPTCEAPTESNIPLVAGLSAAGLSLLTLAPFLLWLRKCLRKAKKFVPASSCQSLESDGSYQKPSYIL
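Read-out: % PE-positive cells | Test system: HUVEC | Doses: One compound dose added by pin transfer | Buffer or medium: EGM-2 over gelatin coat | Signal: Immunofluorescence imaging | Benchmarks: TNF-alpha, DMSO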
Casp6 inh = caspase-6 (human) enzyme inhibition; inhibition, % at 12.5 µM; AID 686996; hit rate 0.53% among 350,000; purified caspase-6, Z-VEID-R110 cleavage fluorescence; P55212;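 active = mean inhibition across replicates at least about 35%, with every replicate also reaching that limit, limit read from the data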;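 note: 0% = median of neutral control wells and 100% = no fluorescence left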
XiGFP reactiv = activators of X-chromosome reactivation in mouse fibroblasts. hit rate 0.055% among 360,000. XiGFP mouse fibroblasts, % GFP-positive cells imaging, 3 d; cells co-treated with 5-aza-dC sensitizer; scaled so ellipticine positive control = 100%. activation, % at 7.58 µM;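 active = mean normalized replicate activation at least 10% and every replicate at or above 10%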;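 note: 0% = median of on-plate neutral control wells and 100% = ellipticine 6 µM median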
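Material: SV40-immortalized XiGFP fibroblast cells, line 68-5-11 | Buffer or medium: DMEM containing 5-aza-dC | Dosing: One concentration, pinned | Times: 3 d treatment, 15 min room-temperature fixation | Controls: Ellipticine 6 µM positive control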
INS-1E GSIS act = GLuc luminescence reporter in INS-1E cells, primary screen for activators of glucose-dependent secretion of insulin; INS-1E GLuc reporter insulin secretion, 2-3 h; activation, % at 16.6 µM; hit rate 0.61% among 370,000; AID 743287;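 active = lowest replicate activation of at least 40%, so every replicate reaches that level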;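 note: 0% = median of neutral control wells and 100% = median of IBMX positive control wells; some compounds called inactive have numbers as strong as hits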
Numbers without * were called inactive; . = no result given; & = joins results of further samples. Compounds as they come; any-hit rate near 3.7%.

| cpd | smiles | RAD54 inh | DENV2 CPE rescue | CFTR F508del cor | RAD52 anneal inh | E-selectin induc | Casp6 inh | XiGFP reactiv | INS-1E GSIS act |
| --- | --- | --- | --- | --- | --- | --- | --- | --- | --- |
| 1 | Cc1ccc(C(=O)N(Cc2nc(-c3ccc(C)cc3)no2)C(C)C)cc1 | -5.7 | 4.1 | -2.6 | -1.8 | 1.4 | -2.8 | 0.0 | 19.6 |
| 2 | Cc1ccc(S(=O)(=O)c2ccc(Cl)cc2)cc1S(=O)(=O)N(C)CC(=O)O | . | 0.3 | . | 1.5 | -2.2 | 0.6 | 0.5 | . |
| 3 | O=C(c1ccc2oc(CCCc3ccccc3)nc2c1)N1CCCC(CCCO)C1 (centres undefined) | 12.7 | 18.6 | -2.0 | -1.6 | 0.0 | 1.6 | 0.1 | -56.9 |
| 4 | CCC1=[N+](C)c2cccc3cccc(c23)N1C | . | 6.4 | 3.2 | 12.1 | . | 4.2 | 1.7 | 0.8 |
| 5 | O=C(C[C@@H]1CC[C@H](NC(=O)c2ccc3c(c2)OCO3)[C@H](CO)O1)NCc1ccc(Cl)cc1 | -1.1 | 0.3 | 0.2 | 9.6 | -0.2 | -0.1 | 0.4 | -7.2 |
| 6 | CCCC#Cc1ccc([C@H]2[C@H](C#N)N(C(=O)C3CCC3)[C@H]2CO)cc1 | -14.4 | 0.8 | -2.4 | 13.3 | -0.4 | 3.0 | 0.1 | 1.7 |
| 7 | Cn1c(=O)c2c(ncn2CC(=O)OCC(=O)NNC(=O)c2ccc(Cl)cc2)n(C)c1=O | -2.9 | -3.3 | 0.1 | -18.8 | 2.1 | 4.0 | 0.4 | 26.1 |
| 8 | COCCn1c(=O)[nH]c2cc(C(=O)N3CCN(c4ccc(OC)cc4)CC3)ccc2c1=O | 7.8 | -2.7 | -1.2 | -7.5 | . | 1.7 | 0.0 | 5.7 |
| 9 | O=C(Cc1ccccc1)NCC(=O)N1CCN(c2ccccc2F)CC1 | 3.3 | -8.1 | -0.4 | -9.2 | -0.1 | -2.2 | -0.1 | 6.6 |
| 10 | COc1ccc(OC)c(S(=O)(=O)Nc2cc3c4c(c2)CC(=O)N4CCC3)c1 | -11.9 | 4.6 | 0.8 | -14.7 | -0.2 | 4.0 | 0.0 | 5.3 |
| 11 | CCOc1cc(C2CC(=O)N3CN(C4CCCCC4)CSC3=C2C#N)ccc1O (centres undefined) | 4.0 | 6.2 | -1.2 | -32.2 | . | 13.0 | 0.0 | -14.2 |
| 12 | Cc1ccc(CN(C)C[C@@H]2OCc3cnnn3CCCC(=O)N([C@H](C)CO)C[C@@H]2C)cc1 | -0.1 | 2.3 | -0.3 | -2.9 | 0.0 | 0.0 | 0.3 | -0.7 |
| 13 | CN(CC(=O)Nc1ccc2c(c1)OCCO2)S(=O)(=O)c1ccc(F)cc1 | 0.5 | 1.4 | 0.4 | 0.2 | . | -2.0 | 0.0 | 5.4 |
| 14 | O=C(N1CCN(c2ccccc2F)CC1)C1(S(=O)(=O)c2ccc(Cl)cc2)CC1 | 6.0 | -3.2 | -3.4 | -4.5 | -0.1 | -3.0 | 0.1 | -10.5 |
| 15 | CC1(C)CC(NC(=O)c2c(N)no[n+]2[O-])CC(C)(C)N1 | . | 19.3 | 0.6 | -17.2 | 4.8 | 0.3 | 0.0 | -3.0 |
| 16 | O=c1[nH]nc2c3ccccc3occ1-2 | . | 16.9 | -1.2 | 6.5 | -0.1 | -6.2 | 1.0 | . |
| 17 | CCOC(=O)c1c(C)[nH]c(C(=O)OCC(=O)N(C)c2c(N)n(Cc3ccccc3)c(=O)[nH]c2=O)c1C | -1.6 | -8.9 | 0.1 | -155.0 | 0.7 | -0.6 | 0.1 | -6.7 |
| 18 | CCc1nc2ccc(C(=O)NCCN3CCNC3=O)cn2c1N(C)Cc1ccc(OC)cc1 | 0.6 | 15.9 | -2.7 | -19.7 | 0.1 | -2.4 | 0.0 | 10.5 |
| 19 | O=S(=O)(Cc1noc(-c2ccc(OC(F)(F)F)cc2)n1)c1ccc(F)cc1 | 4.2 | -1.8 | 0.2 | -11.0 | 2.3 | 0.0 | 0.3 | -0.5 |
| 20 | CCC1=C(OC(=O)N(CC)CC)N2C(=O)OC(=NCCc3c[nH]c4ccccc34)[C@]2(Cc2ccccc2)[C@H]2C1=CC[C@H]1C(=O)N(c3ccccc3)C(=O)[C@H]12 | -9.8 | . | 6.3 | . | 0.3 | . | 0.0 | -14.0 |
| 21 | CN1[C@@H]2c3ccc(-c4ccc(F)cc4)c(=O)n3C[C@@H]2[C@@H](CO)[C@@H]1C(=O)NCc1ccccn1 | -4.5 | 9.3 | -0.1 | -11.4 | -0.2 | 0.5 | 0.3 | 2.8 |
| 22 | CC/C=C/C(=O)N1CC2(CC(c3cccc(NC(=O)CC)c3)=NO2)C[C@H]1C(N)=O (some centres undefined) | 2.2 | -7.8 | 1.2 | -21.4 | 0.0 | 0.6 | 0.8 | . |
| 23 | CCOC(=O)C1=C(COC(=O)c2ccc(C)c(S(=O)(=O)N3CCOCC3)c2)NC(=O)NC1C (centres undefined) | -6.9 | -8.0 | 2.5 | -7.0 | . | 2.6 | 0.1 | 27.6 |
| 24 | C[C@@H]1CN([C@H](C)CO)C(=O)c2c(c3ccccc3n2C)-c2ccccc2CO[C@@H]1CN(C)S(=O)(=O)c1cccs1 | 7.8 | 8.9 | 0.1 | -0.4 | -0.1 | 0.4 | -0.1&0.0 | -4.0&-14.3 |
| 25 | O=C(c1ccccc1)N1CCN(C(=O)c2ccc3c(c2)OCCO3)CC1 | . | 1.2 | -1.3 | -8.3 | . | -1.0 | 0.1 | 1.2 |

An excerpt of these results, with values under each structure:
Order of values – RAD54 inh	DENV2 CPE rescue	CFTR F508del cor	RAD52 anneal inh	E-selectin induc	Casp6 inh	XiGFP reactiv	INS-1E GSIS act
1	Cc1ccc(C(=O)N(Cc2nc(-c3ccc(C)cc3)no2)C(C)C)cc1
    -5.7	4.1	-2.6	-1.8	1.4	-2.8	0.0	19.6
2	Cc1ccc(S(=O)(=O)c2ccc(Cl)cc2)cc1S(=O)(=O)N(C)CC(=O)O
    .	0.3	.	1.5	-2.2	0.6	0.5	.
3	O=C(c1ccc2oc(CCCc3ccccc3)nc2c1)N1CCCC(CCCO)C1 (centres undefined)
    12.7	18.6	-2.0	-1.6	0.0	1.6	0.1	-56.9
4	CCC1=[N+](C)c2cccc3cccc(c23)N1C
    .	6.4	3.2	12.1	.	4.2	1.7	0.8
5	O=C(C[C@@H]1CC[C@H](NC(=O)c2ccc3c(c2)OCO3)[C@H](CO)O1)NCc1ccc(Cl)cc1
    -1.1	0.3	0.2	9.6	-0.2	-0.1	0.4	-7.2
6	CCCC#Cc1ccc([C@H]2[C@H](C#N)N(C(=O)C3CCC3)[C@H]2CO)cc1
    -14.4	0.8	-2.4	13.3	-0.4	3.0	0.1	1.7
7	Cn1c(=O)c2c(ncn2CC(=O)OCC(=O)NNC(=O)c2ccc(Cl)cc2)n(C)c1=O
    -2.9	-3.3	0.1	-18.8	2.1	4.0	0.4	26.1
8	COCCn1c(=O)[nH]c2cc(C(=O)N3CCN(c4ccc(OC)cc4)CC3)ccc2c1=O
    7.8	-2.7	-1.2	-7.5	.	1.7	0.0	5.7
9	O=C(Cc1ccccc1)NCC(=O)N1CCN(c2ccccc2F)CC1
    3.3	-8.1	-0.4	-9.2	-0.1	-2.2	-0.1	6.6

(cont.)
| cpd | smiles | RAD54 inh | DENV2 CPE rescue | CFTR F508del cor | RAD52 anneal inh | E-selectin induc | Casp6 inh | XiGFP reactiv | INS-1E GSIS act |
| --- | --- | --- | --- | --- | --- | --- | --- | --- | --- |
| 26 | CC(NC(=O)C12CC3(C)CC(C)(CC(C)(C3)C1)C2)C(=O)O (centres undefined) | . | 2.7 | -0.1 | 0.8 | . | 1.6 | 0.2 | 12.3 |
| 27 | O=C1Cc2ccccc2C(=O)N1OCc1ccc(Cl)cc1 | . | 1.7 | 1.8 | -9.2 | 0.0 | 32.3 | 0.1 | 15.8 |
| 28 | Cc1ccc(OCC(=O)N(Cc2ccc(C)o2)C2CCS(=O)(=O)C2)cc1 (centres undefined) | -5.7 | -4.1 | -2.2 | -9.9 | . | -0.4 | 0.1 | 1.5 |
| 29 | NC(=NCCc1c[nH]c2ccccc12)NS(=O)(=O)c1cc(F)ccc1F | -3.7 | -5.3 | . | -13.8 | 0.1 | 0.8 | 0.3 | -1.3 |
